PME-1 primary: blocks human protein phosphatase methylesterase 1 | recombinant PME-1, FP-Rh probe fluorescence polarization | inhibition, % at 5.9 µM | 320,000 compounds, 0.53% hits;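 active = inhibition above the campaign mean of all compounds plus 3 SD, cut at about 26% in these data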;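 also: competitive labeling of PME-1 active site by serine hydrolase directed probe; 0% = PME-1 with DMSO and 100% = wells lacking PME-1 enzyme; inhibitors block probe labeling so polarization falls and inhibition rises; many of its hits are not listed in these tables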
GSTO1 counter: counter-screen for RBBP9 inhibitors: inhibitors of human GSTO1. AID 1974. 300,000 compounds, 1.1% hits. inhibition, % at 5.96 µM. recombinant GSTO1, activity-based probe fluorescence polarization. P78417;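 active = inhibition above the campaign mean inhibition plus 3 SD, cut at about 35% in these data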;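 also: 0% = GSTO1-1 with DMSO and 100% = wells lacking GSTO1-1 enzyme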
Target sequence (P78417 whole entry, looked up): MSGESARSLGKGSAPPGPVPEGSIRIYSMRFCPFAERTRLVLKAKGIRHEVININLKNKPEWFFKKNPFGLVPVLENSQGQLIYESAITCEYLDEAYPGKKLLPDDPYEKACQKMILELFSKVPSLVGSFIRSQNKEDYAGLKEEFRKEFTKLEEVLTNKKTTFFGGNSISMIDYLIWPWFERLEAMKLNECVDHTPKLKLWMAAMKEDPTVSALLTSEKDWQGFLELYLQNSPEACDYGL
PAD4 inh: PAD4 (human) enzyme inhibition; AID 485272; recombinant PAD4, RCA probe fluorescence polarization; inhibition, % at 6.36 µM; 330,000 compounds, 0.41% hits;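 active = percent inhibition above a cutoff equal to the mean of all tested compounds plus 3 SD, cut at about 15% in these data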;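 also: 0% = PAD4 with RCA probe and DMSO and 100% = probe without PAD4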
PREPL inhibitor: human PREPL enzyme inhibition; AID 2751; Q4J6C6; inhibition, % at 5.96 µM; recombinant PREPL, fluorescence polarization activity-based probe; 320,000 compounds, 0.68% hits; in the data active = inhibition above about 43%;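 also: 0% = enzyme with DMSO and 100% = wells lacking enzyme; many of its hits are not listed in these tables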
Target sequence (Q4J6C6 whole entry, looked up): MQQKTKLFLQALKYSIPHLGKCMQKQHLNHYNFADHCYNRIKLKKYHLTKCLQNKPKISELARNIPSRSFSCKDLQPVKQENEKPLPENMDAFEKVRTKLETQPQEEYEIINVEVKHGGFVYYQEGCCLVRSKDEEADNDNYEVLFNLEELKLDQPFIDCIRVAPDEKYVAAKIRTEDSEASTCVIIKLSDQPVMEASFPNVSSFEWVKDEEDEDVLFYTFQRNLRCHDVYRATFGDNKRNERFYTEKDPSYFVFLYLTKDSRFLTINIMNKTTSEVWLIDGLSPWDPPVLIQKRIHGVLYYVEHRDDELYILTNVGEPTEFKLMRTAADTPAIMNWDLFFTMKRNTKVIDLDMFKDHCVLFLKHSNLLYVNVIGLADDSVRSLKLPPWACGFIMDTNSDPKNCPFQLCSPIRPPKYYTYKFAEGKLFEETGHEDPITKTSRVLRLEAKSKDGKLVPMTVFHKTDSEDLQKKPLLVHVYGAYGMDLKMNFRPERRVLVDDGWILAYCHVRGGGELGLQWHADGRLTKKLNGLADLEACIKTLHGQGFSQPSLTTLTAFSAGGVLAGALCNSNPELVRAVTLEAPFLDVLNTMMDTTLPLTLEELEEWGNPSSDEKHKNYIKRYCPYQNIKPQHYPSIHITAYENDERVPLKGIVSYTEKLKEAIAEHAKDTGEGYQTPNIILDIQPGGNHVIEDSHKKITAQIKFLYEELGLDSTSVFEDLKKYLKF
PAFAH1B3 FP inh: inhibitors of human PAFAH1B3; inhibition, % at 3.39 µM; 340,000 compounds, 0.28% hits; recombinant PAFAH1B3, FP-rhodamine probe, fluorescence polarization; Q15102;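 active = inhibition above the screen-wide average of all tested compounds plus 3 SD, cut at about 25% in these data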;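 also: 0% = enzyme with DMSO only and 100% = wells lacking PAFAH1B3 protein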
PAFAH1B2 inh: inhibitors of human PAFAH1B2; P68402; recombinant PAFAH1B2, FP-rhodamine activity probe, fluorescence polarization; inhibition, % at 3.39 µM; 340,000 compounds, 1.2% hits;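 active = inhibition above the mean of all tested compounds plus 3 SD, cut at about 24% in these data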;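 also: 0% = enzyme with DMSO and 100% = wells lacking PAFAH1B2; many of its hits are not listed in these tables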
pPAFAH inh: pPAFAH (human) enzyme inhibition; AID 463082; 330,000 compounds, 1.5% hits; recombinant pPAFAH, FP-rhodamine probe fluorescence polarization; Q13093; inhibition, % at 3.39 µM;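 active = inhibition above the mean inhibition across the screen plus 3 SD, cut at about 25% in these data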;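 also: inhibitors block binding of the rhodamine activity-based probe so polarization drops; 0% = enzyme with DMSO and 100% = wells lacking pPAFAH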
LYPLA2 inh: LYPLA2 (human) inhibition in PME1 counter-screen; O95372; recombinant LYPLA2, FP-Rh probe fluorescence polarization; inhibition, % at 5.9 µM; 320,000 compounds, 0.38% hits; AID 2177;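 active = inhibition above the screen-wide mean plus 3 SD, limit set per campaign, cut at about 26% in these data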;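 also: 0% = LYPLA2 with DMSO and 100% = wells lacking LYPLA2 enzyme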
LYPLA1 inh: LYPLA1 (human) inhibition in PME1 counter-screen. 320,000 compounds, 0.16% hits. O75608. AID 2174. inhibition, % at 5.9 µM. recombinant LYPLA1, FP-Rh probe fluorescence polarization;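 active = inhibition above the mean of all tested compounds plus 3 SD, set per campaign, cut at about 14% in these data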;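 also: inhibitors block serine hydrolase probe labeling of LYPLA1 so polarization falls; 0% = enzyme with DMSO and 100% = wells lacking LYPLA1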
* marks the source's active call; other numbers are inactive results; nt = not tested or not shown.

Start of the data: the first two compounds as a preview:
SMILES | PME-1 primary | GSTO1 counter | PAD4 inh | PREPL inhibitor | PAFAH1B3 FP inh | PAFAH1B2 inh | pPAFAH inh | LYPLA2 inh | LYPLA1 inh
CCC(C)NC(=O)C1CCN(C(=O)N(C)C)CC1 (stereo unspecified) | 1 | 4 | 1 | 5 | 5 | 1 | -2 | -2 | -4
Cc1cc(C(=O)NCc2cccs2)cs1 | 0 | 9 | 3 | 3 | -2 | 3 | 3 | -3 | -2

The list itself, repeating the preview:
SMILES | PME-1 primary | GSTO1 counter | PAD4 inh | PREPL inhibitor | PAFAH1B3 FP inh | PAFAH1B2 inh | pPAFAH inh | LYPLA2 inh | LYPLA1 inh
CCC(C)NC(=O)C1CCN(C(=O)N(C)C)CC1 (stereo unspecified) | 1 | 4 | 1 | 5 | 5 | 1 | -2 | -2 | -4
Cc1cc(C(=O)NCc2cccs2)cs1 | 0 | 9 | 3 | 3 | -2 | 3 | 3 | -3 | -2
COc1ccc(C(=O)Nc2ccc3oc(-c4cccc(F)c4)nc3c2)cc1OC | -1 | 4 | -1 | -4 | -8 | -10 | 6 | -8 | -4
NNC(=O)c1[nH]c2ccc(Cl)cc2c1-c1ccccc1 | -16 | 3 | 5 | 1 | 0 | 3 | 10 | -16 | -13
CCN(CC)Cc1c(C(=O)N/N=C/c2c(Cl)cccc2Cl)nnn1-c1nonc1N | -5 | 2 | -2 | 12 | 14 | 6 | -8 | -7 | -2
CCOc1ccc(/C=C(\C#N)C(=O)NC2CC2)c(OCC)c1 | 2 | 9 | 5 | 0 | 7 | 7 | -2 | 2 | -2
COc1cc(C(=O)NNC(=O)c2ccc(NC(C)=O)cc2)cc(OC)c1OC | -2 | 6 | -5 | 0 | nt | nt | 1 | 3 | 2
Cc1ccc(C)c2c1c1ccccc1n2C | 4 | -6 | 5 | 3 | 6 | 3 | 0 | 1 | 0
O=C(O)CC(NCc1ccco1)C(=O)Nc1cccc(O)c1 (stereo unspecified) | -4 | -9 | -3 | -4 | 2 | 2 | -1 | 4 | 1
O=C(C1CCCO1)N1CCN(C(=S)Nc2ccccc2)CC1 (stereo unspecified) | 0 | -3 | 0 | 3 | 5 | 3 | 5 | 0 | 0
Cc1ccc(Oc2c(C(N)=O)cc([N+](=O)[O-])cc2[N+](=O)[O-])cc1 | -2 | 4 | -4 | 3 | 3 | 6 | 2 | -1 | 0
NNC(=O)CSCc1nc(-c2ccccc2)cs1 | -3 | 2 | 2 | -58 | -4 | 15 | 3 | 3 | 2
CC(C)[C@H](NC(=O)c1ccccc1)C(=O)Nc1ccc2c(c1)OCO2 | 2 | nt | -3 | 7 | 8 | 4 | 2 | 8 | -1
CCOc1ccc(C(C)=O)cc1N1C(=O)C2C3C=CC(O3)C2C1=O (stereo unspecified) | -9 | 2 | 3 | 4 | 16 | -1 | -5 | -8 | 0
Cc1ccc2oc(=O)c3cc(C(=O)NCc4ccco4)sc3c2c1 | -11 | 0 | -2 | -2 | 0 | 5 | 2 | -6 | -3
COc1cc(/C=C/C(=O)c2ccc3c(c2)OCO3)cc(Cl)c1O | -13 | 0 | -1 | -2 | 5 | 3 | 18 | -13 | -6
CCNC(=O)C1CCCN1S(=O)(=O)c1ccc(OC)cc1 (stereo unspecified) | -1 | 4 | -3 | -3 | 4 | 0 | 0 | -2 | 4
Cc1cccc(C(=O)NCCc2n[nH]c(=S)n2C)c1 | 4 | 3 | -2 | 2 | 4 | 2 | 2 | 3 | 0
COCCCNC(=O)Cn1nc(-c2ccccc2OC)ccc1=O | 0 | 5 | 5 | -2 | 4 | 0 | 0 | -6 | 1
COc1ccc(C(=O)C2CCCN(C(=O)CSC)C2)cc1OC (stereo unspecified) | 2 | 6 | 1 | 6 | -5 | 2 | 5 | 7 | 3
CCNC(=O)OCc1cn(-c2ccc(Cl)cc2)nn1 | 1 | -3 | -6 | -12 | 9 | 0 | 4 | -2 | -2
CC(C)(C)c1cc[n+](/C(C(=S)NC2CC2)=C(/[O-])c2ccc(Cl)s2)cc1 | 5 | 15 | -1 | 26 | -6 | 1 | 4 | 2 | -2
COc1ccc(OC)c(N(CC(=O)Nc2ccccc2F)S(=O)(=O)c2ccccc2)c1 | -4 | 12 | -14 | 2 | 8 | -3 | -3 | 4 | -2
Cc1cc(C)n2nc(C(=O)NCCc3ccccc3)nc2n1 | -5 | 5 | 1 | 6 | 5 | -7 | 7 | 3 | 2
CCOC(=O)C1CCN(S(=O)(=O)Cc2ccccc2)CC1 | -6 | -2 | 2 | -4 | 3 | 0 | 0 | -5 | 0
O=C(Nc1cccc2cccnc12)c1cc(F)c(F)cc1Cl | 2 | 1 | -5 | 12 | 4 | 1 | 6 | 7 | 1
CCOc1ccccc1C(=O)NN1CCOCC1 | -2 | 8 | 3 | 13 | -2 | 2 | 0 | -8 | -5
COc1cccc(NC(=O)CSc2nc3c(c(-c4ccco4)c2C#N)CCCC3)c1 | 5 | -4 | -6 | 2 | -4 | -3 | 3 | 0 | 2
COc1ccc(CN2C(=O)c3cccnc3C2Nc2ccc(C)cc2)cc1 (stereo unspecified) | -1 | 2 | 0 | -2 | 4 | 2 | 6 | -1 | 1
Cn1c(/C(C#N)=C(\O)c2ccc(Br)s2)nc2ccccc21 | 1 | 3 | -4 | 11 | 7 | 0 | 2 | 0 | -4
COc1cccc2sc(N3CCN(C(=O)C4COc5ccccc5O4)CC3)nc12 (stereo unspecified) | 4 | 8 | -1 | 11 | 11 | 1 | 2 | 1 | 2
CC(OC(=O)c1ccc2c(=O)n3c(nc2c1)CCCCC3)C(N)=O (stereo unspecified) | -3 | 4 | -2 | 5 | 5 | -2 | -4 | -5 | -1
COc1cccc(NC(=O)NCc2ccccc2Cl)c1 | 1 | 2 | 0 | -1 | 3 | 2 | 5 | 7 | -1
CNC(=O)N(O)C1N(/N=C/c2ccccc2O)C(=S)SC1(C)C (stereo unspecified) | -4 | 6 | -6 | -6 | 3 | 7 | 0 | 3 | 0
COc1ccccc1CNS(=O)(=O)c1ccc2c(c1)NC(=O)CO2 | -3 | 34 | -4 | 1 | 2 | -2 | 10 | -1 | -1
CCN(CC)c1ccc(/C=C2/C(=O)N(c3ccc([N+](=O)[O-])cc3)N=C2N2CCOCC2)cc1 | 1 | 5 | -1 | 14 | nt | nt | 2 | 0 | 1
O=C(COC(=O)c1cccc(Cl)c1)NCc1ccccc1 | nt | nt | 6 | -16 | 5 | 2 | 14 | nt | nt
COc1ccc(C2NC(=S)NC3=C2N2CCC3CC2)cc1 (stereo unspecified) | 2 | 9 | 3 | 1 | -4 | 3 | 2 | 3 | 1
CCOc1ccc(S(=O)(=O)c2cn(C)c3cc(OC)c(OC)cc3c2=O)cc1 | 0 | -1 | -6 | 0 | 9 | 3 | 0 | 5 | 2
O=C(NN1CCOCC1)c1cc(-c2ccncc2)nc2ccccc12 | 4 | 5 | -4 | -3 | 4 | 1 | 1 | -1 | 1
O=C(Nc1ccccc1Cl)NC1(C(=O)NCc2ccncc2)CCCCC1 | 0 | 14 | 0 | 10 | 8 | 0 | -2 | -1 | 3
O=C(Nc1ccc2oc(=O)ccc2c1)c1cc([N+](=O)[O-])ccc1N1CCOCC1 | -9 | -1 | -7 | -6 | 3 | 7 | -2 | -5 | 3
Cc1ccc(S(=O)(=O)NC(=O)Nc2nc(-c3ccc(F)c(F)c3)cs2)cc1 | 0 | -4 | -1 | -1 | -7 | 30* | 2 | 5 | -3
Cc1cc([N+](=O)[O-])nn1CC(=O)NCc1ccccc1 | -1 | 5 | 1 | 4 | 3 | 4 | 2 | 0 | 4
COc1ccccc1NC(=O)Nc1ccnn1C1CCN(C(=O)c2ccccn2)CC1 | 4 | 0 | 2 | 5 | 4 | 0 | 8 | 2 | 0
Cc1ccccc1C(=O)NC1CCN(C(=O)N2CCOCC2)CC1 | 0 | -5 | -2 | -5 | 9 | 5 | 1 | 1 | -1
CCC1CCc2sc(C(=O)NCC(c3ccc(OC)cc3)N3CCCC3)cc2C1 (stereo unspecified) | -3 | -2 | -5 | -20 | 5 | -1 | 3 | -4 | -2
Nc1cccc2c1nnn2C1OC(CO)C(O)C(O)C1O (stereo unspecified) | -10 | 4 | -3 | 1 | 8 | 4 | -2 | -3 | -1
Cc1nc(N2CCN(c3ccc(Cl)cc3)CC2)[nH]c(=O)c1C | -4 | 1 | -4 | 10 | 7 | 6 | 6 | 1 | -2
COc1cccc(Nc2ncnc3ccccc23)c1 | -2 | 1 | -3 | 2 | 4 | -2 | 1 | -13 | -5
Cc1ccc2[nH]c(C)c(CC(=O)O)c2c1 | 4 | 14 | -9 | -2 | 7 | 2 | 0 | 0 | 3
Cc1cc2oc(=O)cc(CSc3nnc(-c4cccs4)o3)c2cc1C(C)C | -2 | 14 | -1 | 2 | 0 | -1 | -1 | 3 | -3
Cc1ccc(C)c2[nH]c(=O)c(CCNC(=O)CCc3ccccc3)cc12 | 4 | -3 | 0 | -15 | 7 | 14 | 2 | 5 | 4
c1ccc(-c2csc(-n3cccn3)n2)cc1 | 2 | 5 | -3 | -19 | 13 | -2 | 3 | 8 | 4
Cc1c(-c2ccc(O)cc2)nc2nc(-c3ccccc3)c(-c3ccccc3)nn12 | -11 | -1 | -10 | -7 | nt | nt | -2 | -23 | -16
COc1ccc(-c2nnc(N(C)C(=O)C3CCCO3)s2)cc1 (stereo unspecified) | -3 | -2 | 0 | 21 | 11 | 3 | -3 | 6 | -1
O=C(COC(=O)c1ccc(O)cc1O)N=c1sccn1Cc1ccccc1Cl | -9 | 5 | -2 | -43 | -2 | -1 | -5 | -10 | -9
Cc1ccccc1CNC(=O)c1cc(COc2ccc(F)cc2F)on1 | 4 | -2 | -2 | -3 | -4 | -5 | 4 | -2 | 6
CC(=O)Nc1ccc(OCC(O)CN2CCN(Cc3ccccc3)CC2)cc1 (stereo unspecified) | 1 | 9 | -3 | 6 | 3 | 0 | 3 | 1 | -1
O=C1NC2(CCCCC2)NN1c1ccccc1 | -6 | 3 | 5 | -10 | 2 | -1 | 4 | -1 | 0

(further entries)
SMILES | PME-1 primary | GSTO1 counter | PAD4 inh | PREPL inhibitor | PAFAH1B3 FP inh | PAFAH1B2 inh | pPAFAH inh | LYPLA2 inh | LYPLA1 inh
COc1cccc(-c2nc(N3CCN(c4ccccc4)CC3)c3ccccc3n2)c1O | -3 | 2 | -2 | 8 | 10 | 3 | 2 | 0 | -3
CCOCCCNC(=O)C(NC(=O)c1cnccn1)c1ccc(OC)cc1 (stereo unspecified) | 1 | 3 | -1 | 6 | 4 | 1 | -7 | 3 | 2
CCOC(=O)N1CCC(NC(=O)CCc2nc(-c3ccc(C)cc3)no2)CC1 | 2 | 5 | 3 | 6 | 7 | 4 | 3 | 4 | 1
Cc1ccc(C2=NN(C(=O)CSc3nnnn3C)C(c3ccco3)C2)cc1 (stereo unspecified) | 6 | nt | -5 | 13 | 8 | 5 | 8 | 4 | 0
COc1cc(NS(=O)(=O)c2ccc(NC(=O)/C=C/c3cccc([N+](=O)[O-])c3)cc2)ncn1 | -18 | -19 | -6 | 19 | 4 | -2 | -2 | -18 | -12
CC(OC(=O)c1ccc(Cl)c(S(=O)(=O)N2CCCC2)c1)C(=O)NC1CCCCC1C (stereo unspecified) | -1 | 1 | -6 | 2 | nt | nt | -1 | 3 | -2
O=C(CN1CCOCC1)N/N=C/C=C/c1ccccc1 | 0 | 1 | -1 | 15 | 5 | 4 | 0 | 1 | 1
N#CCCn1cc(C(=O)N2CCOCC2)c(-c2ccc3c(c2)OCCO3)n1 | -6 | 1 | -4 | -2 | -4 | 0 | -1 | 0 | 0

Some of the compounds tested (hit frequency here may not be typical).
